Screening data: PubChem BioAssay, National Center for Advancing Translational Sciences (NCATS)
Rab9 prom act – activates the Rab9 promoter; Potency, µM (highest dose often 9.22 µM), for inactives: at the highest dose activation, negative = inhibition, hits mostly activators; Huh7 Rab9 promoter-luciferase reporter, luminescence, 24 h; 2.8% of 320,000 active; note: % of control where 0% means no effect; nearly all actives have a fitted effect of over 60% in size
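Cells were plated at 1500 per well in reduced-serum medium with 10% FBS and left 2 h. Compound in DMSO was then added for 24 h at 37 °C. Reporter signal was read by luminescence after 10 min with luciferase detection reagent.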
BRCA1 expr up – increases BRCA1 expression; 1.1% of 380,000 active; Potency, µM (series often up to 46.1 µM), for the others: at the top dose activation, most hits filed as activators; AID 624202; MCF7-BRCA1-FFLuc reporter, luminescence, 48 h; response scale: scaled: vehicle 0%, 10 µM genistein 100%; note: nearly all actives have a fitted effect of over 80% in size; some results filed as inactive show a strong effect at the top dose
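Luminescence from a BRCA1-driven firefly luciferase in MCF7 cells was the read-out, taken 15 min after substrate addition following 48 h compound exposure at 37 °C. Data were normalized to a 10 microM genistein control and DMSO vehicle.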
ELG1 genotoxic – inducers of genotoxicity in HEK293T ELG1-luciferase cells | HEK293T ELG1-luciferase reporter, luminescence, 16 h | Potency, µM (highest dose often 46 µM), for the others: at the top dose activity change, positive = activation, usual class: activators | 1.3% of 330,000 active | AID 504466; note: % of control where 0% means no effect; nearly all actives have a fitted effect of over 60% in size
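Genotoxicity was scored as increased ELG1-luciferase reporter signal, measured by ONE-Glo luminescence (30 min, room temperature). Compound or vehicle exposure of the HEK293T reporter cells lasted 16 hr at 37°C.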
p53 reactivator – mutant p53 re-activation in reporter cells; H1299 p53-A138V BP100-luciferase reporter, luminescence, 24 h; Potency, µM (highest dose often 92.2 µM), for inactives: at the top dose activity change, positive = activation, actives largely listed as activators; 0.063% of 320,000 active; note: % of control where 0% means no effect; nearly all actives have a fitted effect of over 45% in size
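p53-null H1299 cells stably carrying temperature-sensitive p53-A138V and a BP100-luciferase reporter were pinned with compounds (4-point, 1:5 series) and held 24 hrs at 37 deg C. Luminescence was read 10 min after detection reagent.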
uPA surface inh – inhibitors of cell surface uPA generation; 0.31% of 330,000 active; AID 540303; cell surface uPA generation assay, qHTS; Potency, µM (series often up to 38.3 µM), inactives show at the highest dose activity change, negative = inhibition, hits mostly inhibitors; active = well fitted inhibition curve with a large enough effect; inconclusive = small, poorly fitted or top-dose-only effect; inactive = no such curve, though single readings can be large or run the other way; tested in mouse RAW 264.7 cells; note: % is set by controls: 0 for no effect and ±100 for the full control effect; nearly all actives have a fitted effect of over 55% in size
NPC1 prom act – activators of NPC1 promoter. Huh7 NPC1 promoter luciferase reporter, 24 h. Potency, µM (series often up to 9.22 µM), without a hit: top-dose activation, hits mostly activators. 2.4% of 320,000 active. AID 485313;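 note: % of control where 0% means no effect; nearly all actives have a fitted effect of over 60% in size; reporter is driven by a mutant NPC1 promoter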
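NPC1 promoter–luciferase Huh7 cells; 24 h compound; luminescence.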
RORg inh – inhibitors of mouse ROR gamma transcriptional activity | Drosophila S2 Gal4-RORgamma UAS-luciferase reporter, 20 h | Potency, µM (highest dose often 53.6 µM), for the others: at the top dose activity change, negative = inhibition, most hits filed as inhibitors | P51450 | AID 2551 | 5.4% of 310,000 active; note: % is set by controls: 0 for no effect and ±100 for the full control effect; nearly all actives have a fitted effect of over 60% in size
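In this cell-based reporter format, copper sulfate (700 uM final) drives Gal4–ROR gamma fusion expression from a metallothionein promoter in Drosophila Schneider cells; compounds preincubated 1 hr, reporter read after 20 hr at ambient temperature.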
MBNL1 CUG block – blocks human MBNL1 binding to CUG repeat RNA; Q9NR56; Potency, µM (top dose mostly 57.5 µM), inactives show at the top dose activity change, negative = inhibition, hits mostly inhibitors; 0.036% of 280,000 active; TR-FRET MBNL1-His/biotin-(CUG)12 binding, 665/545 ratio; active = well fitted inhibition curve with a large enough effect in the signal ratio, with a control signal flat, not every such curve was filed as active; inconclusive = small, poorly fitted or top-dose-only effect, or effect the other way, or a change in a side signal; inactive = no such curve, though single readings can be large or run the other way; the % refers to the signal ratio; note: % is set by controls: 0 for no effect and ±100 for the full control effect
Target sequence (Q9NR56 whole entry, looked up): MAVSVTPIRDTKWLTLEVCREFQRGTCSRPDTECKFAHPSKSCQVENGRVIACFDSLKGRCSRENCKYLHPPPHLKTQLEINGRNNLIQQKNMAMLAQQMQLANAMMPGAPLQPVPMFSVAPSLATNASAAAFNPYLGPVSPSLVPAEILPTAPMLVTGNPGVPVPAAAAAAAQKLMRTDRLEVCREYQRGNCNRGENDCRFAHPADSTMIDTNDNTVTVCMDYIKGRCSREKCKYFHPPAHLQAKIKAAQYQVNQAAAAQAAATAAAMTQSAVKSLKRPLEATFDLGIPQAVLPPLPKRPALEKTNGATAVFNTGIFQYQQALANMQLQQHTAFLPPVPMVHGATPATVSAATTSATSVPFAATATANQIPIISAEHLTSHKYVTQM
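Compound titration spanned 92 nM–58 uM against the MBNL1-His/biotin-(CUG)12 complex. After 60 min at room temperature with 5 nM streptavidin-XL665 and 0.055 ng/ul terbium anti-His, ratiometric 665/545 nm emission (Ex 340 nm) normalized to controls.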
FLuc modulator – firefly luciferase modulation, counter-screen for miR-21 project; P08659; purified FLuc, Km substrates, luminescence inhibition; Potency, µM (top dose mostly 57.5 µM), for the others: at the highest dose activity change, negative = inhibition, actives largely listed as inhibitors; 6.9% of 360,000 active; AID 588342;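 note: plate controls were vehicle for no effect and reference inhibitor for full effect; nearly all actives have a fitted effect of over 55% in size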
Target sequence (P08659 whole entry, looked up): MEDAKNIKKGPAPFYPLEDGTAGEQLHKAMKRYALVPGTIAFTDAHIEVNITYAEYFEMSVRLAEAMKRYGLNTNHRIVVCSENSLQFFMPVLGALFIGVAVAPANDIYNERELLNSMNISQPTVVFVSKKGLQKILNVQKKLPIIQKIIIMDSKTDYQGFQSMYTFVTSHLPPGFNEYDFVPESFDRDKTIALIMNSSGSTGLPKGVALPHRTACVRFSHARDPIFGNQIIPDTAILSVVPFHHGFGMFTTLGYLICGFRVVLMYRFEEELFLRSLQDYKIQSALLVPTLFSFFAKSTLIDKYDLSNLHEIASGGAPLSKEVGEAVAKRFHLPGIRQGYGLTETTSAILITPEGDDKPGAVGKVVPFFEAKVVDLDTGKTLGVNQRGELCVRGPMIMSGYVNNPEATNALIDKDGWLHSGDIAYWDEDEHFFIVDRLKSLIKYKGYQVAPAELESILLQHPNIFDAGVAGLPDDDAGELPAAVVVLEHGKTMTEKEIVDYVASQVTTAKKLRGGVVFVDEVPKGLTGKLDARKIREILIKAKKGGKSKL
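Purified P. pyralis luciferase (10nM final) with 10uM D-luciferin and 10uM ATP (Km levels) in 50mM Tris acetate pH 7.5, 10mM Mg acetate, 0.01% Tween-20, 0.05% BSA; qHTS 6-point titration, ~60 µM downward; luminescence read.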
VP16 counter – inhibits Gal4-VP16 luciferase reporter, ROR gamma counter-screen | Drosophila S2 Gal4-VP16 UAS-luciferase, luminescence, 20 h | Potency, µM (series often up to 53.6 µM), inactives show at the top dose activity, negative = inhibition, usual class: inhibitors | 3.5% of 310,000 active;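 note: Gal4-VP16 expression switched on by copper sulfate through the metallothionein promoter; % is set by controls: 0 for no effect and ±100 for the full control effect; nearly all actives have a fitted effect of over 50% in size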
* marks the source's active call; other numbers are inactive results; ? = inconclusive; nt = not tested or not shown; & = joins results of further samples; [ ] = another dose, or the depositor's remark. Unless noted, calls come from the whole dose curve; as a rule, active = well fitted curve in the direction sought with a large enough effect; inconclusive = small, poorly fitted or top-dose-only effect, or another doubt; inactive = no such curve, though single readings can be large; an effect the other way counts as inactive or inconclusive. Potency is the fitted concentration of half-maximal effect. This is a subset; the hit share may differ from the screen's.

Below each SMILES – Rab9 prom act	BRCA1 expr up	ELG1 genotoxic	p53 reactivator	uPA surface inh	NPC1 prom act	RORg inh	MBNL1 CUG block	FLuc modulator	VP16 counter
O=C(O)CCC(=O)c1ccc(-c2ccccc2)cc1
  ?	44%	9%	5%	24%	25%	-13%	24%	8.5µM*	0%
C=CC[n+]1ccc(/C=C2\C=Cc3cc(C)ccc3N2CC)c2ccccc21
  -33%[inhibitor]	-77%	-21%	0%	2.5µM*	-38%[inhibitor]	1.3µM*	?	?	1.3µM*
NC1CCN(c2nc3c(cc2F)c(=O)c(C(=O)O)cn3-c2ccc(F)cc2F)C1 (stereo not drawn)
  nt	1%&-4%	nt	nt	7%	nt	-3%	nt	nt	-4%
CC1(C)O[C@H]2CC(=O)OC[C@@]23C1CC(=O)[C@]1(C)C3CC[C@@]2(C)[C@H](c3ccoc3)OC(=O)[C@H]3O[C@]321 (stereo partly drawn)
  -2%	1%	2%	-5%	-6%	2%	nt	nt	0%	nt
CC(=O)CCCCn1c(=O)c2c(ncn2C)n(C)c1=O
  -6%[46.1 µM]	10%	?	1%	-4%	7%[46.1 µM]	-1%	1%&4%	3%&-1%	-4%
Oc1cc2c(cc1O)[C@H]1c3ccc(O)c(O)c3OC[C@@]1(O)C2
  0%	-7%	2%	-6%	1%	-2%	?	nt	15µM*	-3%&2%
Oc1ccc(C2CNCCc3c2cc(O)c(O)c3Cl)cc1 (stereo not drawn)
  -8%[46.1 µM]	0%&-2%	-3%	4%	8%&-2%	1%[46.1 µM]	0%[10 µM]	nt	0%	0%
CCCCCC(=O)O[C@]1(C(C)=O)CC[C@H]2[C@@H]3CCC4=CC(=O)CC[C@]4(C)[C@H]3CC[C@@]21C
  -5%	-13%	13%	-1%	-23%	-5%	?	-6%	8%	-23%
CN1CCCN=C1COC(=O)C(O)(c1ccccc1)C1CCCCC1 (stereo not drawn)
  -30%	-5%	-2%	-2%	-5%	-5%	12%&4%	4%	0%	-7%&5%
C1COC(NC(C2CC2)C2CC2)=N1
  -5%[46.1 µM]	12%	5%	4%	-3%	1%[46.1 µM]	?	3%	-3%	0%
Cc1ccc(=O)n(-c2ccccc2)c1
  -6%[46.1 µM]	0%	nt	nt	-4%	4%[46.1 µM]	3%&2%	nt	nt	-8%&1%
COc1cc2ncnc(Nc3cccc(Cl)c3)c2cc1OC
  -16%[46.1 µM]	-35%	nt	nt	nt	-9%[46.1 µM]	29%&36%	0%	5%	-12%&-19%
Cc1ccc(N(CC2=NCCN2)c2cccc(O)c2)cc1
  -7%[46.1 µM]	-14%&-10%&-14%	-1%&0%&1%	-6%&-6%&-1%	?	-15%[46.1 µM]	15%	5%&-37%&-41%	4%&3%&7%	7%
Oc1ccc2c(c1)OCC1(O)Cc3cc(O)c(O)cc3C21 (stereo not drawn)
  nt	-13%	nt	nt	?	nt	0.71µM*	nt	nt	5.6µM*
NOCC(=O)O
  2%[46.1 µM]	-1%	-15%	-4%	4%	6%[46.1 µM]	nt	nt	1%	nt
Cc1c(C(=O)O)c(O)cc2c1C(=O)c1c(O)c([C@@H]3O[C@H](CO)[C@@H](O)[C@H](O)[C@H]3O)c(O)c(O)c1C2=O
  nt	-30%	1%	-9%	-8%	nt	nt	nt	nt	nt
COC(=O)C1=CO[C@@H](O[C@@H]2O[C@H](CO)[C@@H](O)[C@H](O)[C@H]2O)C2C1C[C@H](O)[C@@H]2C (stereo partly drawn)
  -2%	-2%	1%	-9%	4%	0%	nt	nt	0%	nt
O=c1oc2c(O)c(O)cc3c(=O)oc4c(O)c(O)cc1c4c23
  -10%	1%&17%	0%	-2%	-17%	-6%	-13%&-7%&-43%	?	?	?
COc1cc(-c2oc3cc(O)cc(O)c3c(=O)c2O[C@@H]2O[C@H](COC3O[C@@H](C)[C@H](O)[C@@H](O)[C@H]3O)[C@@H](O)[C@H](O)[C@H]2O)ccc1O (stereo partly drawn)
  nt	12%	3%	-3%	?	nt	nt	nt	nt	nt
CC(=O)Nc1ccc(CC(=O)O)cc1
  0%	8%	nt	nt	13%	-3%	-18%[10 µM]	-4%	0%	-3%&-6%

Arranged by molar mass (high to low): some entries from above.
Below each SMILES – Rab9 prom act	BRCA1 expr up	ELG1 genotoxic	p53 reactivator	uPA surface inh	NPC1 prom act	RORg inh	MBNL1 CUG block	FLuc modulator	VP16 counter
NC1CCN(c2nc3c(cc2F)c(=O)c(C(=O)O)cn3-c2ccc(F)cc2F)C1 (stereo not drawn)
  nt	1%&-4%	nt	nt	7%	nt	-3%	nt	nt	-4%
COC(=O)C1=CO[C@@H](O[C@@H]2O[C@H](CO)[C@@H](O)[C@H](O)[C@H]2O)C2C1C[C@H](O)[C@@H]2C (stereo partly drawn)
  -2%	-2%	1%	-9%	4%	0%	nt	nt	0%	nt
CN1CCCN=C1COC(=O)C(O)(c1ccccc1)C1CCCCC1 (stereo not drawn)
  -30%	-5%	-2%	-2%	-5%	-5%	12%&4%	4%	0%	-7%&5%
Oc1ccc2c(c1)OCC1(O)Cc3cc(O)c(O)cc3C21 (stereo not drawn)
  nt	-13%	nt	nt	?	nt	0.71µM*	nt	nt	5.6µM*

Following part.
Below each SMILES – Rab9 prom act	BRCA1 expr up	ELG1 genotoxic	p53 reactivator	uPA surface inh	NPC1 prom act	RORg inh	MBNL1 CUG block	FLuc modulator	VP16 counter
COc1ccc(C2CNC(=O)C2)cc1OC1CCCC1 (stereo not drawn)
  -20%[46.1 µM]	-7%	6%	-1%	11%	-11%[46.1 µM]	3%&8%&7%&17%&27%	18%&1%&-7%	3%&-2%&-3%	1%&-8%&-1%&4%&3%
CCc1ccc(CCOc2ccc(CC3SC(=O)NC3=O)cc2)nc1 (stereo not drawn)
  nt	2%	nt	nt	4%	nt	37%	nt	nt	28%
C/C=C(/C)C(=O)OC(C)(C)[C@@H]1Cc2c(ccc3ccc(=O)oc23)O1
  2%	-7%	-2%	-5%	1%	-8%	23%	8%	2%	6%
Nc1nc(O)c(N=Nc2ccc(S(N)(=O)=O)cc2)c(=O)[nH]1
  -1%	-4%	-1%	4%	13%	1%	2%	?	1%	1%
Cc1cncn1CCc1nc2c3ccccc3nc(SCC(=O)Nc3cccc(Cl)c3)n2n1
  -12%	-58%	-16%	-1%	-24%	-4%	?	-14%	-3%&-3%	?
COc1ccc(-c2cc(=O)c3c(O)cc(O[C@@H]4O[C@H](CO[C@@H]5O[C@@H](C)[C@H](O)[C@@H](O)[C@H]5O)[C@@H](O)[C@H](O)[C@H]4O)cc3o2)cc1O
  -2%	11%	4%	nt	4%	-4%	2%	-12%	-3%	0%
C/C=C/C(=O)N(CC)c1ccccc1C
  0%	-13%	5%	-5%	-2%	2%	14%&2%	2%	3%	5%&-1%
COc1cc([C@@H]2Oc3cc(C4Oc5cc(O)cc(O)c5C(=O)[C@H]4O)ccc3O[C@H]2CO)ccc1O (stereo partly drawn)
  -5%	-7%	0%	3%	6%	1%	nt	nt	-1%	nt
COc1ccc(C[C@H]2COC(=O)[C@@H]2Cc2ccc(OC3OC(CO)C(O)C(O)C3O)c(OC)c2)cc1OC (stereo partly drawn)
  -17%	-19%	1%	-2%	-5%	-16%	?	-20%	3%	-17%
Cc1cccc2c1NC(=O)C2(c1ccc(O)cc1)c1ccc(O)cc1
  3%	?	-11%	-7%	4%	-5%	10%	5%	0%	-6%
CC(C)=CCOc1c2ccoc2cc2oc(=O)ccc12
  -2%	1%	6%	-4%	-18%	-4%	4%	26%	1%	-7%
CCCc1nc(C(C)(C)O)c(C(=O)O)n1Cc1ccc(-c2ccccc2-c2nn[nH]n2)cc1
  1%	nt	nt	nt	nt	0%	0%	1%	-16%	-3%
CCN(CC)CCOC(=O)c1ccc(N)cc1
  2%[46.1 µM]	-18%	4%	nt	2%	4%[46.1 µM]	-13%	-3%	1%	0%
CCCCNc1ccc(C(=O)OCCN(C)C)cc1
  -5%[46.1 µM]	-1%	11%	0%	-11%	17%[46.1 µM]	25%	24%	-1%	1%
CCC(NC(C)C)C(O)c1ccc(O)c2[nH]c(=O)ccc12 (stereo not drawn)
  2%	4%	6%	-2%	-17%	-2%	-15%	7%	-2%	-18%
C[N+]1(C)CCC(=C(c2ccccc2)c2ccccc2)CC1
  -1%	0%	-8%	-4%	-17%	-2%	-23%[2.98 µM]	nt	0%	-3%[17 µM]
COc1ccc(-c2cc(=O)c3c(O)cc(OC4OC(COC5OC(C)C(O)C(O)C5O)C(O)C(O)C4O)cc3o2)cc1O (stereo not drawn)
  1%	7%	6%	4%	-2%	-6%	nt	nt	3%	nt
COc1ccccc1N1CCN(CCCN=C2CC(=O)N(C)C(=O)N2C)CC1
  nt	4%	1%	2%	0%	nt	nt	nt	nt	nt
CC1Cc2ccccc2N1NC(=O)c1ccc(Cl)c(S(N)(=O)=O)c1 (stereo not drawn)
  -23%	0%	2%	-4%	2%	-6%	0%&5%	-12%	-5%	-23%&-4%
